ER stress rescue: protection against thapsigargin-triggered cell killing – 384-well, CSM14.1, ATP luminescence, primary screen (AID 1222); CSM14.1 thapsigargin-induced death rescue, ATP luminescence; higher % means a stronger effect; one-dose cellular ATP content (survival), % at 20 µM; EC50 in µM for titrated hits; 190,000 tested, under 10 active;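 active means EC50 below 50 µM in the dose-response confirmation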;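 further: death triggered by thapsigargin at about 15 µM added after 2 h compound pretreatment; cell ATP read after overnight thapsigargin exposure of roughly 18 to 22 hours; normalized against plate controls of thapsigargin alone and 5% DMSO vehicle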
LYP inhibition: inhibitors of LYP phosphatase, biochemical, fluorescence intensity, uHTS (AID 1779); recombinant LYP phosphatase, fluorescence intensity; higher % means a stronger effect; inhibition, % at 11.5 µM; hits with a dose series show IC50 in µM; hit rate 0.054% among 290,000; in the data active means inhibition above about 50%;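 further: plate controls were vehicle with enzyme for no effect and no enzyme for full effect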
West Nile virus CPE: West Nile virus antiviral activity, cell-based, CPE readout (AID 1621); hit rate 0.02% among 290,000; CPE inhibition, % at 10 µM, or IC50 in µM where a hit was titrated; West Nile virus-infected cells, CPE inhibition; higher % means a stronger effect; in the data active means a potency from the dose series; inconclusive means CPE inhibition mostly from about 3.7% at the one dose, without a potency; inactive means the rest, 99 in 100 with CPE inhibition below about 2.2%; further: strong numbers were not always called active
NS5 inhibitors: flavivirus cap methylation enzyme inhibition – biochemical, confirmation dose response, primary screen (AID 588689). hit rate 0.3% among 340,000. Dengue-2 NS5 methyltransferase capping enzyme assay, biochemical; higher % means a stronger effect. inhibition, % at 25 µM; hits with a dose series show IC50 in µM; in the data active means a potency from the dose series; inconclusive means inhibition above about 29% without an active follow-up result
GPR35 antagonists: inhibition of zaprinast-stimulated GPR35 beta-arrestin translocation – imaging, U2OS, beta-arrestin-GFP, zaprinast agonist, primary screen (AID 2058); U2OS GPR35 beta-arrestin-GFP translocation imaging, zaprinast antagonism; higher % means a stronger effect; hit rate 0.052% among 290,000; inhibition, % at 10 µM, or IC50 in µM where a hit was titrated;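 active means inhibition of at least 50% with at least 30 cells and total cytoplasm GFP at most 10,000,000; inconclusive means under 30 cells or total GFP of 10,000,000 plus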
RSV antiviral HEp-2: inhibition of RSV-induced cytopathic effect – HEp-2 cells, primary 10 µM value included (AID 2391) | one-dose CPE inhibition, % at 10 µM; IC50 in µM for titrated hits | hit rate 0.13% among 310,000 | HEp-2 cells, RSV-induced CPE inhibition; higher % means a stronger effect; in the data active means a potency from the dose series; inconclusive means CPE inhibition mostly from about 23% at the one dose, without a potency; inactive means the rest, 99 in 100 with CPE inhibition below about 21%; further: strong numbers were not always called active
PhoP inhibition: inhibitors of PhoP regulon expression, primary screen, Salmonella Typhimurium, GFP reporter (AID 1863). hit rate 0.16% among 300,000. S. Typhimurium PhoP-regulated promoter GFP reporter, 4 h; higher % means a stronger effect. inhibition, % at 50 µM; hits with a dose series show IC50 in µM;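 active means inhibition over 29.93%, a cutoff 3 SD above the screen mean, later confirmed by dose response; inconclusive means inhibition over 29.93% but no dose response follow-up; inactive means inhibition at most 29.93% or unconfirmed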;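 further: 0% = low Mg2+ inducing control and 100% = high Mg2+ repressing control; strong numbers were not always called active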
MgcRacGAP inhibition: MgcRacGAP GTPase-activating activity inhibitors, confirmation, biochemical, ADP Hunter fluorescence; hit rate 0.6% among 340,000; MgcRacGAP-stimulated Rac1 GTP hydrolysis, ADP Hunter fluorescence; higher % means a stronger effect; GST-tagged Rac1 F28L mutant substrate; inhibition, % at 30 µM; hits with a dose series show IC50 in µM;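 active means first-screen hits whose inhibition reached a set limit at any dose in the follow-up dose series; inconclusive means inhibition above the set first-screen limit but never retested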;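 further: fluorescence reports GDP produced by GAP-driven GTP hydrolysis; strong numbers were not always called active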
SV40 large T antigen: SV40 large T antigen inhibitors, biochemical (AID 1903); SV40 large T antigen ATPase/helicase inhibition assay; higher % means a stronger effect; inhibition, % at 20 µM, or IC50 in µM where a hit was titrated; hit rate 0.39% among 310,000; in the data active means a potency from the dose series; inconclusive means inhibition mostly from about 32% at the one dose, without a potency; inactive means the rest, 99 in 100 with inhibition below about 32%; further: strong numbers were not always called active
NS5 inhibitors pilot replicate: second read-out of NS5 inhibitors, no call of its own (marks repeat the call); inhibition, %; measured here: pilot screen replicate inhibition
* hit, by the source's call; u = inconclusive; x = not tested or not shown. Not a hit list; overall some 1.5% were active at least once.

SMILES	ER stress rescue	LYP inhibition	West Nile virus CPE	NS5 inhibitors	GPR35 antagonists	RSV antiviral HEp-2	PhoP inhibition	MgcRacGAP inhibition	SV40 large T antigen	others
CCOC(=O)C1CCN(C(=O)CN2C(=O)c3cccnc3Oc3ccccc32)CC1	x	-12%	0.6%	3%	-12%	0.4%	-7%	7%	6%
Cc1ccc(O)c(N=Cc2cc(Cc3ccccc3)cc([N+](=O)[O-])c2O)c1	1.5%	3%	0.2%	13%	-18%	x	1%	38µM*	15%
C=CCSc1nnc(NC(=O)COc2ccc3ccccc3c2)s1	-0.7%	0%	0.1%	-8%	-13%	1.4%	-2%	9%	2%
CCC(C(=O)Nc1nc(C)c(C(=O)OC)s1)c1ccccc1 (centres undefined)	-1.8%	-3%	-1.3%	-7%	7%	13%	3%	2%	8%
CCOc1cc(/C=C2\NC(=S)N(C)C2=O)ccc1OCc1ccc(C(=O)O)cc1	x	-5%	-0.8%	9%	-2%	0.0%	x	9%	20%
CCOC(=O)c1ccc(NC(=O)CSc2nc3ncccc3[nH]2)cc1	21%	0%	-0.5%	1%	15%	20%	18%	9%	5%
O=C(NNC(=O)c1ccccc1O)c1ccc(Cl)cc1	-1.0%	7%	-0.3%	-2%	3%	8.6%	-4%	3%	-3%
O=C(NNC(=O)c1ccccc1[N+](=O)[O-])c1ccccc1[N+](=O)[O-]	-0.9%	-7%	0.4%	4%	7%	-0.2%	0%	2%	17%
CCOC(=O)[C@H]1[C@H]2COc3ccc(OC)cc3[C@@H]2N2C(=O)c3cc(C)ccc3NC(=O)[C@@]12C	x	x	x	-4%	x	1.5%	x	10%	16%
CCCN1C(=O)/C(=C/c2ccncc2)SC1=S	1.2%	-7%	-0.2%	0%	11%	4.4%	-2%	9%	12%
O=C(CCCCn1c(=O)c2ccccc2n(CC(=O)NC2CCCC2)c1=O)NCc1ccco1	-0.9%	0%	0.2%	-7%	12%	0.1%	3%	6%	-1%
Cc1ccc(NC(=S)NNC(=O)c2ccccc2OC(F)F)cc1	-0.8%	-1%	x	-4%	-7%	1.4%	-11%	19%	26%
COc1ccc(/C=N/NS(=O)(=O)c2ccc(C)cc2)cc1OC(=O)c1ccccc1	-2.1%	-2%	-0.2%	-3%	-1%	0.7%	-4%	1%	8%
S=C(Nc1ccccc1)N1N=C(c2cccs2)CC1c1cccs1 (centres undefined)	-0.5%	7%	-1.6%	-15%	-4%	6.9%	-6%	10%	-2%
COc1ccc(C2NC(C(=O)O)CS2)cc1COCC(F)(F)F (centres undefined)	x	x	0.6%	x	x	1.4%	-5%	x	0%
CC(C)(C)c1cc(CN2CCOCC2)c(C(=O)O)o1	-3.0%	-12%	0.2%	-9%	-10%	-0.2%	-5%	3%	-1%
CCOC(=O)Cc1csc(NS(=O)(=O)Cc2ccccc2)n1	1.6%	-11%	0.8%	3%	-3%	0.8%	0%	4%	0%
CCN(Cc1ccccc1)C(=O)CSc1ncn[nH]1	x	-5%	-0.5%	-2%	14%	0.6%	-4%	0%	2%
CCN(CC)C(=O)c1ccc(Nc2nnc(C)c3ccccc23)cc1	-2.1%	-3%	-0.4%	-5%	11%	1.4%	3%	0%	10%
COc1ccc(C)cc1S(=O)(=O)N1CCC(C)CC1	-2.0%	2%	0.9%	8%	-12%	1.3%	-11%	6%	22%	NS5 inhibitors pilot replicate=0.3
COC(=O)C1=C(C)NC(=O)CC1c1ccccc1 (centres undefined)	-1.1%	-1%	0.1%	5%	-1%	-0.6%	0%	14%	1%
CCOC(=O)CNC(=O)CSc1nnc(COc2ccc(Cl)cc2)n1CC	-0.1%	0%	-0.1%	-5%	22%	0.9%	-8%	4%	5%
COc1ccc(-c2nnc(SCC(=O)Nc3cccc(Cl)c3)o2)cc1	-0.5%	-3%	-0.7%	-3%	5%	12%	1%	7%	x
COC(=O)C(C)Oc1ccc(-c2nccc(-c3ccccn3)n2)cc1 (centres undefined)	x	-2%	0.7%	-6%	8%	1.2%	4%	15%	5%
CCCC(CCC(=O)Nc1cc([N+](=O)[O-])ccc1O)C(=O)O (centres undefined)	x	2%	-0.6%	1%	8%	-1.5%	3%	24%	-55%
CC(C)CNC(=O)C(=O)Nc1ccc2c(c1)N(S(=O)(=O)c1cccs1)CCC2	x	x	x	-4%	x	-1.6%	-7%	3%	2%
CCOC(=O)C1CCN(C(=O)Nc2ccc(OC)c(OC)c2)CC1	-2.7%	-2%	0.3%	-8%	-12%	1.3%	4%	11%	6%
COc1ccc(S(=O)(=O)N/N=C\c2ccc([N+](=O)[O-])o2)c(OC)c1	x	-10%	-0.7%	4%	1%	-0.4%	15%	11%	4%
O=C1C2C(C(=O)N1/N=C/c1cc([N+](=O)[O-])ccc1O)C1C=CC2C12CC2 (centres undefined)	-2.7%	0%	-0.7%	5%	22%	1.3%	7%	16%	-1%
CSc1cccc(NC(=O)CSc2ccccc2)c1	-2.4%	-2%	0.1%	11%	5%	3.0%	-5%	-2%	3%
Cc1ccc(C(=O)Oc2coc(CSc3nnc(NC(=O)c4cccs4)s3)cc2=O)cc1C	-2.0%	-2%	-0.2%	-6%	-9%	3.2%	9%	-1%	4%
C=CCn1c(-c2c(C)nc3cc(C)ccn23)n[nH]c1=S	-0.2%	30%	-0.2%	-15%	-8%	0.2%	-8%	4%	3%
CCNc1nc(NC(C)C)nc(N(C#N)CC(=O)OC)n1	-0.4%	-7%	0.3%	2%	-19%	1.7%	1%	4%	16%
Cc1ccc(OCC(=O)Nc2ccc3c(c2)nc(CCN2CCOCC2)n3C)cc1	3.4%	-4%	1.7%	-8%	-6%	0.0%	4%	11%	28%
Cc1ccc(C)c(NC(=S)NCCN(C2CCCCC2)C2CCCC2)c1	-0.9%	-5%	-0.5%	-2%	-3%	0.2%	2%	14%	14%
CC(C)[C@H](NC(=O)OCc1ccccc1)C(=O)OCc1ccccc1	x	-2%	-0.6%	0%	2%	2.9%	0%	3%	10%
COC(=O)c1sc(S(=O)(=O)N2CCC(C)CC2)c(C(=O)OC)c1C	-1.0%	-9%	0.5%	-1%	11%	1.7%	-3%	3%	-5%
CC1(C)N=C(c2cccs2)C(C)(C)N1O	-1.0%	-10%	-0.2%	-9%	0%	1.2%	1%	11%	-5%
COc1ccc(C)cc1S(=O)(=O)N(C)CC(=O)NCc1ccccn1	x	1%	0.3%	5%	-3%	0.0%	-4%	3%	14%
COc1ccc(NS(=O)(=O)c2ccc(C)c(C(=O)NNC(=O)c3ccccc3O)c2)cc1	x	x	x	-4%	x	1.1%	-8%	6%	12%
O=C(C1CCN(c2nnc(-n3cccc3)s2)CC1)N1CCN(c2cccc(C(F)(F)F)c2)CC1	-1.3%	-5%	-0.3%	-2%	0%	0.1%	2%	14%	x
CCOc1ccc(Cl)cc1CSc1n[nH]c(CC)n1	-2.1%	-1%	-0.2%	-3%	-1%	2.4%	9%	-2%	4%
CCn1ncc(/C=C/C(=O)NCc2cn(C)nc2C)c1C	-0.2%	-12%	0.2%	-19%	-2%	-0.8%	13%	6%	-5%
CC1CN(C(=S)Nc2ccccc2C(F)(F)F)CC(C)O1 (centres undefined)	x	-9%	-1.0%	5%	-7%	0.7%	-4%	11%	17%
O=C(O)/C=C/c1ccc(S(=O)(=O)N(CCO)CCO)cc1	-1.6%	-10%	0.5%	-11%	10%	0.0%	0%	8%	11%
CCCCn1nc(CC(=O)O)c2ccccc2c1=O	0.2%	-6%	x	-2%	-3%	1.7%	6%	-10%	-1%
O=S(=O)(/N=C(/c1ccccc1Cl)N1CCOCC1)c1ccccc1	1.9%	4%	0.1%	-5%	12%	0.5%	0%	3%	4%
COc1ccc(CCNC(=O)c2ccc(NC(=O)CC3SC(N4CCCC4)=NC3=O)cc2)cc1 (centres undefined)	x	x	x	-10%	x	4.0%	1%	5%	-4%
CCC(C(=O)NC1CCCCC1)n1c2ccccc2c2nc(=O)cc(C)n21 (centres undefined)	x	0%	-0.1%	0%	-7%	-0.4%	-8%	9%	0%
CCC(C)NC(=O)N[C@@H](CCSC)C(=O)OC (some centres undefined)	0.1%	-6%	0.2%	0%	-15%	0.7%	11%	4%	3%
COc1ccc(N(C(=O)COc2ccc(C)cc2)S(=O)(=O)c2ccc(C)cc2)cc1	-2.4%	7%	-0.3%	-5%	2%	1.4%	3%	4%	5%
COc1ccc(CC(=O)NCc2ccc3c(c2)cc(C)n3C)cc1	-0.6%	-5%	0.1%	30%	3%	2.4%	13%	-6%	-1%
O=C1CC(c2cccc(Cl)c2)CC(O)=C1C=Nc1cccc(Cl)c1 (centres undefined)	-3.7%	-9%	-1.2%	1%	-9%	1.6%	-7%	-5%	5%
O=c1nc2ccccc2c2n1CC(CN1CCN(c3cccc(Cl)c3)CC1)N2 (centres undefined)	3.9%	-2%	1.2%	-6%	-22%	0.7%	-9%	6%	6%
COc1cc(OC)cc(C(=O)NCC2CCCN(C(=O)c3csc(C)n3)C2)c1 (centres undefined)	x	-8%	-0.4%	1%	-10%	0.5%	2%	8%	11%
Cc1cc(=O)n(CCO)c(O)c1C#N	-2.2%	-3%	0.2%	8%	0%	0.4%	-12%	8%	9%
Cc1ccc(-c2nc3ccccc3c(=O)n2NC(=O)c2cccs2)cc1	-1.9%	-3%	-0.6%	-1%	-9%	2.4%	13%	5%	13%
CC(C)(C)C1=Nn2c(nnc2-c2ccccc2F)SC1	2.8%	-8%	0.1%	2%	14%	0.5%	-13%	9%	6%
Cc1ncc(S(=O)(=O)c2ccc(Cl)cc2)c(N)n1	x	x	x	9%	x	-0.2%	x	4%	-3%
COc1cc(C(=O)NCc2ccco2)c(Br)c(OC)c1OC	-0.4%	-6%	-0.3%	-3%	3%	-0.2%	-4%	2%	16%

More entries.
SMILES	ER stress rescue	LYP inhibition	West Nile virus CPE	NS5 inhibitors	GPR35 antagonists	RSV antiviral HEp-2	PhoP inhibition	MgcRacGAP inhibition	SV40 large T antigen	others
Cc1ccc(NC(=O)c2ccccc2NS(=O)(=O)c2ccc(F)cc2)cc1S(=O)(=O)N1CCCCC1	-7.2%	8%	u	4%	-31%	13%	-14%	1%	6%
CCOc1ccc(C(Nc2ccc(C)cc2)P2(=O)OCC(C)(C)CO2)cc1 (centres undefined)	0.5%	-6%	-0.1%	2%	7%	0.3%	-6%	16%	3%
Nc1cccc(CN2CCCC2)c1	0.0%	4%	0.1%	-12%	0%	1.7%	1%	-9%	9%
Cn1c(N)c(C(=O)COC(=O)CC2CC3CCC2C3)c(=O)n(C)c1=O (centres undefined)	2.2%	0%	0.0%	-1%	-20%	3.6%	6%	10%	13%
